Screens from PubChem BioAssay.
HKDC1 inh – inhibitors of human hexokinase HKDC1 | Q2TB90 | recombinant HKDC1, G6PDH/diaphorase resazurin coupled fluorescence | inhibition, % at 20 µM | 340,000 compounds, 0.16% hits | AID 493160;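 active means inhibition above about 35% when tested at 20 µM, limit read from the data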;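 further: plate controls were DMSO wells with enzyme for no effect and DMSO wells lacking enzyme for full effect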
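Assay system: recombinant HKDC1 hexokinase; detection: coupled resazurin fluorescence, excitation 525 nm, emission 613 nm; benchmarks: DMSO-plus-enzyme-mix negative control, buffer-substituted positive control; compound dosing: single 20 µM dose; schedule: 90 min at room temperature in dark; also added: glucose plus 1 mM ATP as hexokinase substrates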
hIAP activ – increases human intestinal alkaline phosphatase activity | P09923 | purified human IAP, CDP-Star luminescence, 30 min; hits give high values; 1 = vehicle-only enzyme, 0 = enzyme-free background | activation factor at 10 µM | 330,000 compounds, 0.16% hits;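 active means activation factor of the enzyme at least 2-fold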; further: the source names both 10 and 20 µM as test concentration; values of inactives mirror those of a sister screen read the other way
Target sequence (P09923 whole entry, looked up): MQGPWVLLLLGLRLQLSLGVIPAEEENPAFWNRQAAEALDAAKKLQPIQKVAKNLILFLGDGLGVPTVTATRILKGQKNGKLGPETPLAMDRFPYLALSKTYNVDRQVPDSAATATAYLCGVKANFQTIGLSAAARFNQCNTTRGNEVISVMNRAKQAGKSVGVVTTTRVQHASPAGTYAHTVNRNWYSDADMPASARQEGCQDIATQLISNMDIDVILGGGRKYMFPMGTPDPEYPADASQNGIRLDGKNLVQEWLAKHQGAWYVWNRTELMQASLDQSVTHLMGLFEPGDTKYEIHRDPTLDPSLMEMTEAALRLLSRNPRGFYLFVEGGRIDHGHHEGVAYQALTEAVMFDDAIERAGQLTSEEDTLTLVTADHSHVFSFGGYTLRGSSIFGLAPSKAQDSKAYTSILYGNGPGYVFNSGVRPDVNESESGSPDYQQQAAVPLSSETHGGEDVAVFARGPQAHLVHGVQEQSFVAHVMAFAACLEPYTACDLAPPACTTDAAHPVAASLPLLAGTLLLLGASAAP
ATG4B inhibitor – blocks human ATG4B protease cleavage of LC3 substrate; AID 504462; 340,000 compounds, 0.51% hits; ATG4B cleavage of LC3-PLA2, NBD-HPC fluorescence, 1 h; inhibition, % at 8.33 µM; Q9Y4P1; in the data active means inhibition above about 40%
Target sequence (Q9Y4P1 whole entry, looked up): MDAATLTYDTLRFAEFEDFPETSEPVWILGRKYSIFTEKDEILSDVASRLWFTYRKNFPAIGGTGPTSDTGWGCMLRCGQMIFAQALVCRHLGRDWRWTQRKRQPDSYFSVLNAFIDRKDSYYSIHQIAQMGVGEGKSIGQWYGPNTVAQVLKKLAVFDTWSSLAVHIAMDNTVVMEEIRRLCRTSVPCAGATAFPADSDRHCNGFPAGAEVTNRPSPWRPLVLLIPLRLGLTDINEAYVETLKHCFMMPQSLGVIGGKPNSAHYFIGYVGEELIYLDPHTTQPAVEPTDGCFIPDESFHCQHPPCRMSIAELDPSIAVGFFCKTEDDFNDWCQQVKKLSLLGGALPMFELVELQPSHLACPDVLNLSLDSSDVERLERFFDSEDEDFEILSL
hIAP inh – human IAP inhibition | inhibition, % at 10 µM | 330,000 compounds, 0.12% hits | purified IAP, CDP-Star luminescence, 30 min | P09923;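 active means inhibition reaching a set limit with compound at 10 µM in the primary screen, cut at about 35% in these data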;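 further: plate controls were DMSO wells with enzyme for no effect and no-enzyme buffer wells for full effect; values of inactives mirror those of a sister screen read the other way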
A3A deaminase – inhibitors of human APOBEC3A DNA deaminase; P31941; recombinant A3A, FAM/TAMRA ssDNA deamination fluorescence; inhibition, % at 20 µM; 330,000 compounds, 0.41% hits; AID 493011;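 active means at least 40% inhibition at 20 µM here, with at most 30% in a related deaminase screen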;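 further: plate controls were A3A with DMSO for no effect and wells lacking A3A enzyme for full effect; some results filed as inactive read as strong as hits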
mIAP inh – blocks mouse intestinal alkaline phosphatase | purified mouse IAP, CDP-Star luminescence, 30 min | inhibition, % at 10 µM | 330,000 compounds, 0.2% hits;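 active means inhibition of at least 40% at 10 µM in the primary screen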;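 further: plate controls were DMSO with enzyme for no effect and no enzyme wells for full effect; values of inactives mirror those of a sister screen read the other way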
mIAP act – increases mouse intestinal alkaline phosphatase activity. muIAP, CDP-Star luminescence, 30 min; hits give high values; 1 = vehicle-only enzyme signal, 0 = enzyme-free wells. activation factor at 10 µM. 330,000 compounds, 0.24% hits. AID 2805;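 active means activation factor of at least 2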; further: the source names both 10 and 20 µM as test concentration; values of inactives mirror those of a sister screen read the other way
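System: mouse IAP enzyme. Reagent: CDP-Star chemiluminescent phosphatase substrate. Benchmarks: DMSO wells, no-enzyme wells. Times: 30 min enzyme-substrate-compound incubation at room temperature. Detection: luminescence from enzymatic CDP-Star hydrolysis. Doses: test compounds delivered from DMSO solution.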
PfG6PD inh – PfG6PD (Plasmodium falciparum) enzyme inhibition; PfGluPho enzyme, NADPH resazurin-diaphorase fluorescence; inhibition, % at 20 µM; 350,000 compounds, 0.78% hits;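 active means inhibition reaching at least a set limit at 20 µM in the primary screen, cut at about 59% in these data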;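 further: 0% = DMSO wells with substrate and 100% = DMSO wells lacking glucose-6-phosphate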
* hit, by the source's call; . = not tested or not shown; & = joins results of further samples.

SMILES	HKDC1 inh	hIAP activ	ATG4B inhibitor	hIAP inh	A3A deaminase	mIAP inh	mIAP act	PfG6PD inh
COc1ccc(CN(C)C(=O)C(Cc2ccccc2)NC(=O)c2ccccc2)c(OC)c1 (configuration not stated)	-2	0.97	-2	3	-1	-2	1	-12
CN1/C(=C\C(=O)CSc2nnc(NCc3ccccc3)s2)C(C)(C)c2ccccc21	-10	1	42*	-2	-1	-2	1	5
COc1ccc2nc(SC)cc(C)c2c1	-2	0.95	-7	5	-3	-3	1	3
CN(C)c1ccc(NC(=O)CSc2nnc(-c3cccs3)n2Cc2ccco2)cc1	16	1.1	22	-14	-1	0	1	12
CC(=O)Nc1ccc(-c2csc(Nc3cc(C)ccn3)n2)cc1	4	0.97	-16	3	-1	-3	1	43
COc1ccc(OCCCC(=O)NCCc2nc3ccccc3[nH]2)cc1	9	0.95	-2	5	0	2	0.98	-8
CC(=O)c1cccc(OCc2cc(C(=O)N(C)Cc3ccc(C)o3)no2)c1	-3	0.87	5	13	0	-1	1	-1
Cc1ccc(/C=C/C(=O)NCc2cccs2)c(C)c1	2	1	6	-2	-5	4	0.96	88*
CN(C)S(=O)(=O)c1cccc(-c2nnc3n2CCCCC3)c1	-4	0.98	-6	2	-3	1	0.99	4
C/C(CC(=O)Nc1ccc2c(c1)OCCO2)=N\NC(=O)c1cccc(O)c1	-5	1	-4	-4	0	2	0.98	-1
CCOc1ccc2nc(C)cc(Nc3ccc(N4CCOCC4)cc3)c2c1	.	1	.	-4	1	3	0.97	.
Cc1nc2ccccc2c(=O)n1/N=C/c1c(O)ccc2ccccc12	5	1.1	-20	-14	-2	-1	1	3
Cc1onc(-c2ccccc2)c1CNC(=O)C1COc2ccccc2O1 (configuration not stated)	-5	0.96	5	4	0	-6	1.1	2
Cc1ccc[n+](C(C)C(=O)c2ccc(-c3ccccc3)cc2)c1 (configuration not stated)	0	1.1	14	-12	4	-4	1	0
Cc1ccc(CN2CCC(n3nccc3NC(=O)CCOc3ccccc3)CC2)o1	-9	1.1	-6	-11	-4	-3	1	11
N#CCCN(C(=O)COC(=O)CCC(=O)c1cccs1)c1ccccc1	-4	0.98	-2	2	-5	8	0.92	9
COc1ccc(CNC(=O)CSc2nc3cccnc3s2)cc1	-6	1.7	-7	-69	-1	-4	1	10
CCCOc1ccc(C(=O)CCNc2cccc(Cl)c2)cc1	10	1.1	4	-14	-2	0	1	2
O=S1(=O)CCOC[C@H](CC2CCCCC2)N1Cc1ccccc1F	-2	1.1	-5	-11	-7	0	1	11
CCCn1nnnc1NC(=O)CSc1ccc(Cl)cc1	-9	0.98	-10	2	-3	-11	1.1	-3
CCN(CC)C(=O)C1CCCN(Cc2ccc3c(c2)OCO3)C1 (configuration not stated)	-4	1.2	1	-23	-1	0	1	-12
CN(CCOc1ccccc1)CC(=O)Nc1ccc(S(=O)(=O)N2CCCC2)cc1	-4	1.2	-11	-15	1	-4	1	12
CC1=C(C(=O)N2CCCCC2)C(c2cccs2)NC(=O)N1 (configuration not stated)	-9	0.96	-6	4	0	-4	1	1
Cc1onc(-c2ccccc2)c1C(=O)N1CCN(c2ncccn2)CC1	-7	1	-3	0	0	5	0.95	-14
CCOC(=O)c1cn2nc(Oc3ccccc3)ccc2n1	1	0.97	3	3	0	0	1	-6
O=C(COC(=O)c1cc(-c2ccccc2Cl)nc2ccccc12)Nc1ncc(C(F)(F)F)cc1Cl	-8	0.88	-5	12	3	-5	1.1	-6
S=C(Nc1ccc(Cl)c(Cl)c1)N1CCOCC1	6	0.97	0	3	-2	10	0.9	18
Cc1ccccc1N(C(=O)c1ccccn1)C(C(=O)NCc1ccccc1)c1ccncc1 (configuration not stated)	1	1.2	-10	-22	-3	-6	1.1	-6
Cc1onc(-c2ccccc2Cl)c1C(=O)Nc1ccc(Br)cc1	-1	1	-16	-4	-2	-13	1.1	8
O=C(Nc1ccc(F)cc1)c1ccccc1F	-6	0.86	-13	14	0	6	0.94	-12

Taken from above:
mIAP act, CN(C)c1ccc(NC(=O)CSc2nnc(-c3cccs3)n2Cc2ccco2)cc1 → 1
hIAP activ, CN1/C(=C\C(=O)CSc2nnc(NCc3ccccc3)s2)C(C)(C)c2ccccc21 → 1
HKDC1 inh, Cc1onc(-c2ccccc2Cl)c1C(=O)Nc1ccc(Br)cc1 → -1
ATG4B inhibitor, Cc1onc(-c2ccccc2)c1C(=O)N1CCN(c2ncccn2)CC1 → -3

Structures listed so far that bear a hit mark in PfG6PD inh.
SMILES	HKDC1 inh	hIAP activ	ATG4B inhibitor	hIAP inh	A3A deaminase	mIAP inh	mIAP act	PfG6PD inh
Cc1ccc(/C=C/C(=O)NCc2cccs2)c(C)c1	2	1	6	-2	-5	4	0.96	88*

Next part:
SMILES	HKDC1 inh	hIAP activ	ATG4B inhibitor	hIAP inh	A3A deaminase	mIAP inh	mIAP act	PfG6PD inh
CC(C)[C@H](NC(=O)N1CC(=O)Nc2ccccc21)C(=O)N1CCC(C(=O)O)CC1	-10	1.1	-7	-12	-7	3	0.97	1
CCCn1c(=O)c(C(=O)NNC(=O)c2cccc([N+](=O)[O-])c2)c(O)c2ccccc21	-8	1.5	-6	-53	1	7	0.93	-5
Cc1ccc(S(=O)(=O)Nc2cccc(C(=O)NCC3(N4CCCCC4)CCCCC3)c2)cc1F	-3	1.1	1	-12	-1	1	0.99	-11
COCCNC(=O)c1c[nH]c2ccc(S(=O)(=O)N3CCc4ccccc43)cc2c1=O	12	1	-10	-1	4	8	0.92	1
O=[N+]([O-])c1ccc(Oc2cccc(Br)c2)c2ccncc12	9	1	3	-1	-3	11	0.89	47
COc1ccccc1N1CCN(/N=C/c2cc(Br)ccc2F)CC1	0	0.96	-3	4	-6	-1	1	4
O=C(CSc1ccccc1F)NC(=O)NCc1ccco1	-9	1	-8	-1	30	7	0.93	4
COCCCNc1nc2c(-c3ccc(Cl)cc3)nnn2c2ccccc12	-3	0.94	-8	6	-6	-8	1.1	5
COc1ccc(-c2nc3ccccc3n2Cc2ccccc2)cc1	0	1.2	1	-17	0	3	0.97	1
COc1ccccc1N1CCN(C(=O)CSc2ncccc2-c2nc3ccccc3[nH]2)CC1	7	0.99	-2	0	1	-2	1	-5
CCOC(=O)c1sc(NS(=O)(=O)c2ccc(C)cc2)nc1C	-4	0.97	1	3	-5	2	0.97	-27
CCn1c(C(=O)N2CCC(C(=O)NCCCSC3CCCCC3)CC2)cc2sccc21	-2	0.75	-2	25	-4	-20	1.2	-3
COc1ccccc1-n1c(CCn2nc(C)c(Br)c2C)n[nH]c1=S	8	1	-6	-4	1	2	0.98	33
CN(C)CC(C)(C)CNS(=O)(=O)c1ccc(Cl)c(Cl)c1	-9&-7	1&0.96	0&-4	-1&4	0&-3	9&-8	0.91&1.1	3&-9
O=[N+]([O-])c1ccc(/C=N/Nc2nc(-c3ccccc3)c3cc(Br)ccc3n2)o1	1	1	7	-4	4	13	0.87	-22
CCN(CC(=O)Nc1ccc(NC(C)=O)cc1)C(=O)C1CCC1	3	1.1	-2	-5	-2	-2	1	4
C=CCNc1ncnc2c1[nH]c1ccc(Cl)cc12	6	0.92	12	8	-3	-57	1.6	12
CN1CCN(c2nc3nonc3nc2N2CCN(C)CC2)CC1	-7	0.93	-14	7	1	-1	1	-11
COc1ccc(N(CC(=O)NCC(C)C)S(=O)(=O)c2ccccc2)cc1	-15	1	-7	-3	41*	4	0.96	12
O=C(CN1CCN(C2CCCCC2)CC1)c1ccc2cc[nH]c2c1	-1	0.9	-7	10	-4	-1	1	0
COc1ccc(N/N=C(\C#N)C(N)=O)cc1	10	0.81	-2	19	-3	7	0.93	5
Cc1ccc(N2CCN(C(=O)CCc3nc4ccccc4[nH]3)CC2)c(C)c1	-2	1.1	-6	-6	-3	-41	1.4	7
Cc1c(C(=O)NCCSCc2cccc(C(F)(F)F)c2)cnn1-c1ccc(Cl)cc1	7	0.84	-5	16	0	-6	1.1	21
CC[C@H]1OC(=O)[C@H](C)[C@@H](O[C@H]2C[C@@](C)(OC)[C@@H](O)[C@H](C)O2)[C@H](C)[C@@H](O[C@@H]2O[C@H](C)C[C@H](N(C)C)[C@H]2O)[C@](C)(O)C[C@@H](C)[C@@H]2N[C@@H](COCCOC)O[C@H]([C@H]2C)[C@]1(C)O	-2	1.2	0	-17	-1	0	1	-1
CCCCCN(C(=O)CCC(=O)OCCOc1ccccc1Cl)c1c(N)n(CCCC)c(=O)[nH]c1=O	-3	1	-9	-1	8	1	0.99	-3
NS(=O)(=O)c1ccc(CCNC(=O)c2cnc(Cl)c(Cl)c2)cc1	-2	0.98	-12	2	10	5	0.95	-3
Cc1ccc(NC(=S)NNC(C)(C)C)cc1	-7	1	-3	0	-3	-4	1	18
CCCN(CC1CC1)C(=S)NC(=O)c1ccc(S(=O)(=O)N2CCOCC2)cc1	-3	0.98	-2	2	-5	2	0.98	-1
CC12CN(NC(=O)c3ccccc3F)C3(C#N)CC1CCC23C (configuration not stated)	-2	1	-10	-4	-2	-2	1	3
O=C(NCCN1CCCOC1=O)C(=O)NCCN1CCCOC1=O	0	1	-5	-4	5	8	0.92	-7
CCn1c(CSCc2ccc(Cl)cc2)nnc1SCC(=O)Nc1cccc(C(=O)O)c1	-4	1	-3	-3	-3	-5	1	-21
COc1ccc(Cl)cc1C(=O)N1CCN=C1SC	-2	1.3	-2	-26	-6	-3	1	7
CCOc1ccc(C(=O)NCc2ccncc2)cc1	-5	1.2	8	-19	-1	-15	1.1	-8
CCN(C(=O)COC(=O)/C=C/c1nc2ccccc2s1)C1CCS(=O)(=O)C1 (configuration not stated)	-7	0.99	8	1	3	-1	1	5
COc1ccc(C2c3[nH]c4ccccc4c3C[C@H]3C(=O)N(C4CCN(Cc5ccccc5)CC4)CC(=O)N23)cc1OC (some centres not stated)	-1	1.1	13	-7	-4	1	0.99	5
O=C(N/N=C/c1cccc(OC(=O)c2ccc([N+](=O)[O-])cc2)c1)c1cccnc1	-7	0.91	-2	9	1	2	0.98	-2
CCCc1cc(=O)n2[nH]c(SCc3ccc(Cl)cc3)nc2n1	6	0.87	-5	13	-1	8	0.93	-17
O=C(O)c1cccc(S(=O)(=O)N2CCN(C(c3ccccc3)c3ccccc3)CC2)c1	-2	0.98	-2	2	1	3	0.97	-19
CSC1=NNC(c2ccc(C(C)(C)C)cc2)=NN1	-1	0.93	-7	7	-2	4	0.96	6
O=C(/C=C/c1ccccc1)C1=C(O)C(=O)N(CCO)C1c1ccc2c(c1)OCO2 (configuration not stated)	10	1.1	-6	-11	-4	6	0.94	-23
COc1cc(OC)nc(Oc2ccccc2C(=O)Oc2cccc(C)c2)n1	-2	1.1	15	-8	2	5	0.95	23
COc1ccc(NC(=O)CN2CCCC2c2cccs2)cc1S(=O)(=O)N1CCCCC1 (configuration not stated)	-1	0.98	-19	2	0	-11	1.1	12
CCOC(=O)c1c(C)[nH]c(C)c1C(=O)COC(=O)C1CCCN1S(=O)(=O)c1ccccc1F (configuration not stated)	-2	0.85	-5	15	0	-4	1	-21
CCN(C(=O)c1ccc(NC(=O)Cc2ccccc2)cc1)c1ccccc1	-3	1	5	-4	3	-12	1.1	-1
O=C(CCc1ccc(S(=O)(=O)N2CCOCC2)cc1)N/N=C/c1ccc(F)cc1F	2	0.99	-15	1	3	10	0.9	0
Cc1ccccc1Cn1nc(C)c(NC(=O)c2noc3c2CCCC3)c1C	3	1	3	-2	-1	4	0.96	2
